High-throughput results deposited in PubChem by National Center for Advancing Translational Sciences (NCATS).
Abeta yeast res = A-beta toxicity reversal in yeast; Potency, µM (doses to about 46.1 µM), for the others: top-dose growth rescue, hits mostly activators; AID 1347071; 0.063% of 410,000 active; yeast expressing A-beta42, growth rescue, OD600, 48 h; response scale: 0% DMSO, 100% iron-clioquinol control; further: potency means the concentration at half of the fitted maximal effect; nearly all actives have a fitted effect of over 55% in size
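Yeast A-beta toxicity model in growth medium with pinned compounds, 48 h at 30 C; growth read as absorbance at 600 nm. Normalized to FeCl3/clioquinol equimolar mix (positive) and DMSO (negative).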
FUS yeast rescue = rescues growth of FUS-expressing yeast. 0.24% of 390,000 active. S. cerevisiae FUS-expressing, growth rescue, OD600, 24 h. Potency, µM (titrated, usually from 76.6 µM), without a hit: at the highest dose growth rescue (activation), hits mostly activators;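 further: potency means the concentration at half of the fitted maximal effect; plate controls were DMSO vehicle for no effect and reference control for full effect; nearly all actives have a fitted effect of over 55% in size; some results filed as inactive show a strong effect at the top dose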
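S. cerevisiae expressing FUS from galactose induction served as the toxicity model. Growth after 24hr at 30C, read as absorbance at 600 nm, indicates suppression of toxicity; compounds dosed at several concentrations.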
PLK1 PBD block = PLK1 (human) polo-box domain binding inhibition; P53350; Plk1 PBD binding of FITC phosphopeptide, fluorescence polarization; Potency, µM, inactives show max response, negative = inhibition, most hits filed as inhibitors; 2.8% of 360,000 active; AID 720504; further: potency means the concentration at half of the fitted maximal effect; series mostly up to about 57 µM; on the % scale 0 is the no-effect control and ±100 the full control effect; nearly all actives have a fitted effect of over 65% in size
Target sequence (P53350 whole entry, looked up, the tested form may be a part): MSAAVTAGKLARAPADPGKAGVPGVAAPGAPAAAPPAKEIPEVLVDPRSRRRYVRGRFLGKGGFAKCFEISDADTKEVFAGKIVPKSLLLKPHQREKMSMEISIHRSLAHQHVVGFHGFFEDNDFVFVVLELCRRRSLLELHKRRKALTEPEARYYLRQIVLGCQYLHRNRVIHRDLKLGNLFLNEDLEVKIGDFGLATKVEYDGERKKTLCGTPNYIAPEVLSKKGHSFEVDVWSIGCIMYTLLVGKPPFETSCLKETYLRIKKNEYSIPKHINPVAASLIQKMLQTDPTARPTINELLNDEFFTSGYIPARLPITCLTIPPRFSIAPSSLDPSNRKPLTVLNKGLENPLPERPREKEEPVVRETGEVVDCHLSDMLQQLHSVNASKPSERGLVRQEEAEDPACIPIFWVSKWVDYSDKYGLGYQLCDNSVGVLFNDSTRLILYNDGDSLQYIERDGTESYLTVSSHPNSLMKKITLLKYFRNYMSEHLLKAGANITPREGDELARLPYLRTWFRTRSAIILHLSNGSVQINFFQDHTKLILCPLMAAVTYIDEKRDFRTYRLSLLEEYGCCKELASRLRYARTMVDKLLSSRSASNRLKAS
PI5P4Ka inh = blocks human PI5P4K alpha kinase activity; AID 652105; P48426; PI5P4Kalpha enzyme, ADP-Glo luminescence, 60 min; hits give low values; max response, %; 1.2% of 330,000 active; active means max response of -50% or lower; inconclusive means between -30% and -50%; inactive means -30% or higher; further: value at the top dose of about 77 µM; on the % scale 0 is the no-effect control and ±100 the full control effect
Target sequence (P48426 whole entry, looked up): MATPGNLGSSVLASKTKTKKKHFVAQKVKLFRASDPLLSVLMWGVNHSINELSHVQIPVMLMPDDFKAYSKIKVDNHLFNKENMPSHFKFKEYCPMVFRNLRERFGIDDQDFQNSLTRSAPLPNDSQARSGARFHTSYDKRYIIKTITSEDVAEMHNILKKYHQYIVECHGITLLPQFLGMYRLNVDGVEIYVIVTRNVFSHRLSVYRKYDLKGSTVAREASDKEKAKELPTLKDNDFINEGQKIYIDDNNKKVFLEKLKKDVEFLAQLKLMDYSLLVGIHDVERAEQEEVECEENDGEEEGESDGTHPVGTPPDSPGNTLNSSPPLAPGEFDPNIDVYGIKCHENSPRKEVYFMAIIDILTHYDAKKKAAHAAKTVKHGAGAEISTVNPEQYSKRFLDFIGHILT
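Luminescence from ADP-Glo served as readout of PI5P4Kalpha activity in a qHTS format. Reaction: enzyme, substrate, compound, ATP at 5 microM final, 60 min at RT.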
WRN helicase inh = inhibitors of human WRN helicase. AID 651768. WRN helicase unwinding, fluorescent forked duplex, kinetic. 0.46% of 360,000 active. Potency, µM (highest dose often 114 µM), for the others: at the top dose activity change, negative = inhibition, actives largely listed as inhibitors; further: potency means the concentration at half of the fitted maximal effect; on the % scale 0 is the no-effect control and ±100 the full control effect; nearly all actives have a fitted effect of over 55% in size
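Screening of the MLSMR collection measured strand separation of a quenched forked DNA duplex (100 nM) by 20 nM WRN with 2 mM ATP, all final. Compounds were preincubated with enzyme 15 min at room temperature.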
EPAC1 antagonist = EPAC1 (human) antagonism | EPAC1 GEF assay, Rap1b-BODIPY-GDP exchange fluorescence | O95398 | AID 720709 | 0.14% of 360,000 active | Potency, µM (doses to about 115 µM), without a hit: at the top dose activity change, negative = inhibition, usual class: inhibitors;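 further: potency means the concentration at half of the fitted maximal effect; plate controls were vehicle for no effect and positive control for full effect; nearly all actives have a fitted effect of over 50% in size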
EPAC1 agonist = activates human EPAC1 exchange factor. Potency, µM (series often up to 154 µM), for the others: top-dose activation, usual class: activators. AID 720707. O95398. EPAC1 agonist qHTS, biochemical assay; response scale: 100% = response to 6.5 mM cAMP. 0.073% of 360,000 active; further: potency means the concentration at half of the fitted maximal effect; nearly all actives have a fitted effect of over 60% in size
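Nucleotide exchange by EPAC1 (100 nM) on Rap1B–BODIPY-GDP (250 nM) in the presence of 50 uM GDP is tracked fluorescently at 480/540 nm over 30 min. Signals are normalized to a 6.5 mM cAMP control.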
IL-2 act = activators of IL-2; IL-2 activation reporter assay, cell-based qHTS; stimulated with anti-CD3/CD4/CD28 beads; in transgenic mouse T cells; activation, % (series mostly up to about 46 µM); 0.065% of 360,000 active; AID 652025; in the data active means activation above about 50%; inconclusive means mostly about 30% to 49%; further: 0% is about no effect
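Readout is EGFP and DsRed signal by fluorescent plate cytometry after 18 h at 37 degrees C. Transgenic mouse T cells (750/well) received compound for 60 min before bead stimulation (anti-CD3, anti-CD4, anti-CD28); memory T cells served as non-tolerant control.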
Active calls of the source: *; ? = inconclusive; . = not tested or not shown; [ ] = dose if it differs, or a comment. Unless noted, the call rests on the fitted dose curve; in most records, active means well fitted curve in the direction sought with a large enough effect; inconclusive means small, poorly fitted or top-dose-only effect, or another doubt; inactive means no such curve, though single readings can be large; an effect the other way counts as inactive or inconclusive.

nr | molecule | PI5P4Ka inh | FUS yeast rescue | EPAC1 agonist | EPAC1 antagonist | WRN helicase inh | IL-2 act | PLK1 PBD block | Abeta yeast res
1 | Cc1cc(SCC(=O)c2cccs2)nc2ccccc12 | 8.2 | 16.7% | 23.8% | 12.6% | -1.2% | -0.2 | -0.7% | 4.2%
2 | C=CCn1c(SCC(=O)N2CCCCC2)nc(O)cc1=O | . | 5.3% | -2.0% | 17.2% | -24.6% | -1.0 | -7.1% | -17.4%
3 | CCn1c(SCC(=O)c2c(N)n(C3CC3)c(=O)[nH]c2=O)nnc1-c1ccoc1C | 3.3 | -17.9% | 9.3% | 2.7% | -0.8% | 0.4 | -9.5% | -14.6%
4 | CN1CC2CCCC3(C1)C(=O)NC1(CCCCC1)N=C23 (stereo not given) | -3.2 | -31.4% | 7.6% | -2.2% | -2.5% | 1.0 | -5.9% | -3.0%
5 | COc1cc(C2NC(=O)c3ccccc3O2)cc(OC)c1OC (stereo not given) | -2.1 | 9.5% | -6.6% | 16.7% | 6.7% | -0.9 | -1.7% | 8.5%
6 | COc1ccc(C(=O)c2sc(Nc3ccccc3F)nc2N)cc1 | -80.9* | 29.0% | 5.9% | 1.6% | -2.8% | 0.3 | -11.5% | 10.9%
7 | COc1cccc(CN(CC(=O)NC2CCCC2)C(=O)c2csnn2)c1 | 6.7 | -1.8% | -6.7% | -2.0% | 2.4% | -0.5 | 1.7% | -2.2%
8 | Cc1cc(C)n(-c2nc3ccccc3nc2N2CCN(S(=O)(=O)c3ccc(F)c(C)c3)CC2)n1 | . | -34.8% | -0.6% | 2.9% | -5.8% | -0.6 | 0.9% | 14.5%
9 | O=C(Cc1ccc(NC(=O)C2CCCN(C(=O)C3CC3)C2)cc1)Nc1cccc(C(=O)N2CCCC2)c1 (stereo not given) | 2.5 | 9.1% | -4.0% | 8.5% | -11.3% | 0.9 | -13.9% | -2.2%
10 | CN1CCN(C(=O)/C=C/c2c(F)cccc2Cl)CC1 | -5.7 | 14.7% | 2.1% | 10.6% | 7.8% | -1.8 | -8.8% | -5.5%
11 | COC(=O)c1ccc(-n2nnnc2SCC(=O)Nc2cc(OC)ccc2OC)cc1 | . | -3.9% | 18.6% | -3.1% | -1.5% | 0.4 | -4.3% | -15.2%
12 | CCCC(=O)N1CCN(c2ccc(NC(=O)c3cc4ccccc4o3)cc2)CC1 | 2.5 | -0.1% | 10.6% | -7.0% | -0.3% | 2.1 | -8.1% | 14.6%
13 | Cc1sc2ncnc(SCC(=O)N3CCOCC3)c2c1C | 5.9 | -11.4% | 7.7% | ? | -2.9% | 3.3 | -16.4% | -15.0%
14 | C/C(=N\NC(=O)CNC(=O)c1ccco1)c1ccc(Br)cc1 | -28.4 | 10.7% | 1.9% | -20.2% | -28.6% | 11.3 | -2.2% | -5.9%
15 | O=c1c2ccccc2c(/C=N/n2cnnc2)c(O)n1-c1ccccc1 | . | ? | 2.9% | 9.9% | -6.4% | -2.8 | -11.0% | 1.0%
16 | O=C(COC(=O)c1ccc(Cl)cc1O)NCCN1C(=O)CSC1=O | 0.2 | 8.2% | 1.4% | -28.0% | -5.9% | -0.3 | -16.0% | -14.8%
17 | CCC(=O)Nc1ccc(C(=O)CSc2nnc(-c3ccccc3F)n2C2CC2)cc1 | -50.8* | . | 4.9% | -9.2% | -6.1% | -0.5 | -10.4% | 0.5%
18 | CCOC(=O)c1c(S(=O)(=O)NCC(=O)Nc2ccc(OC)cc2)c(C)n(C)c1C | 0.3 | -0.8% | -12.1% | -5.3% | 1.4% | 2.0 | -6.0% | .
19 | CN(C)c1ccc(/C=N\NC(=O)c2csnn2)cc1 | -17.1 | 1.8% | 3.2% | -24.1% | -16.2% | 2.1 | -9.8% | 10.9%
20 | Cc1nc(C)c(-c2csc(NCCc3ccccc3)n2)s1 | 7.0 | 44.6% | 12.0% | 3.1% | -2.9%[57.1 µM] | -3.9 | -12.1% | -57.3%[inhibitor]
21 | O=C(N/N=C/c1cccc(OC(=O)c2ccc3c(c2)OCO3)c1)c1cncc(Br)c1 | -5.1 | . | 10.7% | -8.0% | -8.7% | 0.7 | -7.4% | 5.3%
22 | CC(C)OC(=O)CSc1nnnn1-c1ccc2c(c1)OCCO2 | . | -1.0% | 7.8% | -0.5% | -7.6% | 0.9 | -0.4% | 7.2%
23 | O=C(NC(=S)Nc1ccccc1N1CCN(C(=O)c2ccccc2)CC1)c1cccs1 | 1.6 | 0.5% | 8.1% | -21.4% | -5.6% | 0.5 | -6.6% | 5.5%
24 | O=C(CCCOC(=O)c1ccc(O)cc1)c1ccccc1 | -11.7 | 9.6% | -0.7% | -4.5% | -16.6% | -0.3 | -1.8% | ?
25 | O=C(Nc1ccc(F)cc1)Nc1cccc(Br)c1 | 3.5 | -7.3% | -3.5% | -24.2% | 2.9% | -0.9 | -6.5% | 16.3%
26 | C=CCc1c(C)nc(-c2ccccc2)nc1Nc1ccc(O)cc1 | 7.8 | . | -3.1% | ? | -4.4% | -0.3 | -6.9% | 16.5%
27 | CCOC(=O)c1c(-c2ccccc2)csc1N1C(=O)Nc2ccccc2N1O | -7.0 | -32.8% | 4.5% | -14.7% | -2.0% | 0.3 | -15.2% | 9.2%
28 | CCOC(=O)/C(N=Nc1ccc(C(=O)O)cc1[N+](=O)[O-])=C(\C)O | -17.7 | -16.9% | 11.5% | 7.1% | 8.3% | 1.6 | 0.3% | -2.2%
29 | CCn1c(/C=C/Nc2ccccc2)[n+](CC)c2ccc(Cl)cc21 | 0.1 | . | 6.7% | -10.4% | -16.6% | -0.6 | -6.9% | 3.5%
30 | Cc1occc1C(=O)NNC(=S)NC(=O)COc1ccc(Cl)cc1Cl | ? | 4.4% | 1.9% | 1.6% | -15.0% | 1.8 | -21.6% | 1.5%
31 | O=C(NCCCCc1ccccc1)Nc1ccc(F)cc1F | -2.5 | -3.9% | -1.3% | -6.3% | 7.5% | 0.7 | -15.9% | 2.2%
32 | CCOC(=O)CN1CC23C=CC(O2)C(C(=O)NC2CCCCCC2)C3C1=O (stereo not given) | 2.4 | -11.3% | -13.5% | ? | -4.4% | 0.9 | 2.7% | 0.1%
33 | CC1CCN(C(=O)COC(=O)Cc2ccc(Br)cc2)CC1 | -8.5 | 4.9% | 1.2% | 19.7% | 12.9% | -5.4 | 5.4% | -16.2%
34 | COC(=O)c1sc(NC(=O)COc2cccnc2[N+](=O)[O-])c(C(=O)OC)c1C | -9.6 | 21.1% | -1.5% | -3.2% | -11.5% | 0.6 | -6.5% | -7.9%
35 | COc1cc(C)c(C)cc1S(=O)(=O)N1CCCCC1c1cccnc1 (stereo not given) | 2.8 | 8.9% | 1.4% | -18.0% | -4.8% | -0.3 | 1.4% | 22.9%
36 | CCc1cccc(C)c1NC(=O)CCOc1ccccc1 | 3.4 | 7.6% | -3.7% | 1.0% | 3.0% | -2.1 | -4.1% | 19.5%
37 | CCCC(C1=C(O)CC(C)(C)CC1=O)C1C(=O)CC(C)(C)CC1=O (stereo not given) | -7.4 | ? | -10.3% | -10.0% | -12.7% | 1.8 | ? | -38.1%[inhibitor]
38 | COc1cc(CCCN2C(=S)NC[C@@H]2CC2CCCCC2)cc(OC)c1OC | -2.7 | 18.3% | -7.0% | 6.0% | -6.8% | -0.7 | 1.4% | 4.8%
39 | COc1ccc(O)c(CNc2ccccc2F)c1 | 2.8 | -15.3% | -0.2% | -20.2% | -0.6% | -2.5 | -3.6% | 6.4%
40 | S=c1[nH]nc(-c2cccs2)n1/N=C/c1cccs1 | -7.0 | 25.5% | 0.8% | -2.9% | -3.3% | -0.1 | 37.7µM* | 5.4%

Quoted from above, 3 compounds:
nr | molecule | PI5P4Ka inh | FUS yeast rescue | EPAC1 agonist | EPAC1 antagonist | WRN helicase inh | IL-2 act | PLK1 PBD block | Abeta yeast res
38 | COc1cc(CCCN2C(=S)NC[C@@H]2CC2CCCCC2)cc(OC)c1OC | -2.7 | 18.3% | -7.0% | 6.0% | -6.8% | -0.7 | 1.4% | 4.8%
39 | COc1ccc(O)c(CNc2ccccc2F)c1 | 2.8 | -15.3% | -0.2% | -20.2% | -0.6% | -2.5 | -3.6% | 6.4%
40 | S=c1[nH]nc(-c2cccs2)n1/N=C/c1cccs1 | -7.0 | 25.5% | 0.8% | -2.9% | -3.3% | -0.1 | 37.7µM* | 5.4%

The listing continues:
nr | molecule | PI5P4Ka inh | FUS yeast rescue | EPAC1 agonist | EPAC1 antagonist | WRN helicase inh | IL-2 act | PLK1 PBD block | Abeta yeast res
41 | Cc1cccnc1NC(=O)C(c1ccccc1)c1ccccc1 | 2.2 | 15.4% | 3.1% | -18.5% | 2.8% | 1.0 | -13.2% | 9.5%
42 | O=S(=O)(Nc1ccccc1N1CCOCC1)c1ccc(Cl)cc1 | 3.6 | -10.3% | 2.5% | 6.2% | -1.2% | -0.7 | 3.3% | -25.0%
43 | O=C(Cc1ccc(F)cc1)NC1CCSC1=O (stereo not given) | -0.1 | 13.9% | 10.6% | 11.9% | 4.0% | 0.0 | -6.3% | 4.7%
44 | CCOC(=O)C1=C(C)N=C(SC)N(C)C1c1ccccc1 (stereo not given) | . | 15.3% | 2.8% | 3.2% | -10.9% | -1.8 | -3.7% | 11.5%
45 | Cc1cc(-c2nn(-c3ccccc3F)cc2CN2CCC(C(N)=O)CC2)c(C)s1 | -0.7 | 2.5% | 0.0% | -1.4% | -5.3% | -0.1 | 6.5% | -1.0%
46 | CCOc1ccc(C(CC(=O)O)NC(=O)C23CC4CC(CC(C4)C2)C3)cc1OC (stereo not given) | 0.8 | 28.7% | 6.1% | -18.6% | -31.6% | -0.5 | -9.8% | -3.3%
47 | O=C(NNC(=O)c1ccccc1Cl)c1ccccc1Cl | 4.2 | -28.8% | 2.2% | -5.3% | -1.5% | 0.9 | -0.5% | -15.4%
48 | CCOC(=O)c1cc(C)nc(N2CCCCC2)c1C#N | -6.2 | 17.8% | 0.2% | -2.7% | 0.3% | 0.4 | 2.0% | -11.4%
49 | Cc1ccc2cc(CN(Cc3ccco3)C(=O)c3ccccc3)c(=O)[nH]c2c1C | 9.4 | 0.6% | -8.3% | 0.0% | -0.5% | -0.7 | -2.7% | -4.7%
50 | Cc1c(C(=O)O)c(C(=O)O)c2n1CCS2 | -4.4 | 16.7% | 4.4% | 1.7% | -6.7% | 1.3 | -9.5% | -2.1%
51 | C=CCn1c(SCC(=O)c2ccc(O)c(O)c2)nnc1-c1cccc(OC)c1 | -20.4 | -1.1% | -14.5% | -4.4% | ? | -0.2 | -1.1% | -14.0%
52 | CCSc1nnc(NC(=O)C2CCCN(S(=O)(=O)c3cnc[nH]3)C2)s1 (stereo not given) | -9.5 | -14.9% | -6.7% | 2.5% | 2.2% | 0.2 | 29.9µM* | 0.3%

Outcome played no part in choosing rows; overall some 4.1% were active at least once.
